PostGolgi ctrl: growth inhibition of yeast control strain, primary screen, counter-screen for post-Golgi transport modulator project | efflux-deficient yeast background strain, growth absorbance A615, 16 h | AID 738, 2007 | inhibition, % at 10 µM | 98,000 compounds, 5% hits
S1P2 agonist: S1P2 receptor agonists, primary screen, cell-based | Sphingosine 1-phosphate receptor 2 (Homo sapiens), O95136 | S1P2-expressing cell line, agonist reporter read-out | activation, % at 4.5 µM | 97,000 compounds, 0.46% hits | AID 729, 2007; in the data active means activation above about 16%;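 further: 0% = vehicle low control and 100% = maximal reference agonist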
Target sequence (O95136 whole entry, looked up): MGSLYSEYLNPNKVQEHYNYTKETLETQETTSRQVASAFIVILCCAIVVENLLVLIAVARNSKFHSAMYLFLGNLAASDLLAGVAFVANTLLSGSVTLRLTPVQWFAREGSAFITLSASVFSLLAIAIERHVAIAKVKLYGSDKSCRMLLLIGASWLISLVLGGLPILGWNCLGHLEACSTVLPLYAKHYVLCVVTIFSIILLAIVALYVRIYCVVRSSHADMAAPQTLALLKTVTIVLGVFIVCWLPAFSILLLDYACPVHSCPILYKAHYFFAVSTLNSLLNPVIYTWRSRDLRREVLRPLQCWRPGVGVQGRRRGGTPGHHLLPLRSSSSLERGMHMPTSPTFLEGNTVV
sEH act: soluble epoxide hydrolase activators, primary screen, biochemical, human sEH; Bifunctional epoxide hydrolase 2 (Homo sapiens), P34913; purified human sEH enzymatic activity, activator screen; activation, % at 2 µM; 91,000 compounds, 0.04% hits; AID 717, 2007; in the data active means activation above about 37%; further: values of inactives mirror those of a sister screen read the other way
CYP2C19 inhib: blockers of cytochrome P450 2C19 activity – biochemical, luminescence, ADME assay, primary screen | CYP2C19 Supersomes, luciferin-H EGE luminescence, 30 min | inhibition, % at 5 µM | 96,000 compounds, 21% hits;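 active means CYP2C19 inhibition above a set limit at 5 µM in the primary screen, cut at about 50% in these data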;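 further: plate controls were negative control wells for no effect and 2.5 mM tranylcypromine positive control for full effect; values of inactives mirror those of a sister screen read the other way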
Target sequence (P33261 whole entry, looked up): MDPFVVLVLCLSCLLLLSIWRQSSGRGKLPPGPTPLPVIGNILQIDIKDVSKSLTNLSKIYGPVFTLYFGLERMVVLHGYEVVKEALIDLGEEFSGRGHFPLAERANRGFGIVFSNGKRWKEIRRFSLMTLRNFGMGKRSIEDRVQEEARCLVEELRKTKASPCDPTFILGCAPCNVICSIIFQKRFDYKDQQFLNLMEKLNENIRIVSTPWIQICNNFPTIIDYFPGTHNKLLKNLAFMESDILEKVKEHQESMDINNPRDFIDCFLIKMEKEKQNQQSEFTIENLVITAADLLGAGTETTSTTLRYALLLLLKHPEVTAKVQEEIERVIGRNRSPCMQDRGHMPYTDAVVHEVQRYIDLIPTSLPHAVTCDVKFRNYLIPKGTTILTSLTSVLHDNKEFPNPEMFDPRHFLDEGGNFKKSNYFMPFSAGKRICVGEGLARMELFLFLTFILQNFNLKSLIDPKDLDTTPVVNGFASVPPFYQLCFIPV
S1P2 antag: human S1P2 receptor antagonists, primary screen, cell-based; Sphingosine 1-phosphate receptor 2 (Homo sapiens), O95136; cell-based S1P2 antagonist assay, inhibition at 5 uM; inhibition, % at 5 µM; 97,000 compounds, 0.21% hits; AID 736, 2007; in the data active means inhibition above about 45%;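 further: CRE beta-lactamase reporter cells expressing human S1P2 stimulated with S1P; 0% = agonist at EC80 alone and 100% = agonist plus reference antagonist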
hDAT+cocaine: changed hDAT dopamine uptake under cocaine IC80, either direction, primary screen, cocaine antagonist project, cell-based, LLC-PK1 hDAT, [14C]-dopamine uptake, MLSMR. LLC-PK1 hDAT cells, [14C]-dopamine uptake with cocaine IC80; actives deviate in either direction. B-score at 10 µM. 110,000 compounds, 1.3% hits. AID 449768, 2010;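 active means Z score or B-score, a plate-position-corrected score, falls beyond the plate's 99.7% confidence bounds, in either direction; inactive means both scores lie inside the 99.7% bounds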;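 further: scored against the spread of the other compound wells on the same plate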
PostGolgi yeast: phenotypic screen on post-Golgi transport, primary screen; inhibition, % at 10 µM; post-Golgi transport phenotypic cell assay; AID 739, 2007; 98,000 compounds, 0.9% hits;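 further: yeast cells grown in 1536-well plates; yeast grown about 18 h at 30C before absorbance read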
CYP2C19 act: human CYP2C19 activators, primary screen, biochemical, luminescence; recombinant CYP2C19, luciferin-H EGE luminescence; active compounds read high; 0 = fully inhibited enzyme, 1 = untreated enzyme; Cytochrome P450 2C19 (Homo sapiens), P33261; 96,000 tested, under 10 active; activation factor at 5 µM;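 active means activation factor of at least 2 at 5 µM in the primary screen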;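 further: 0 = wells with 2.5 mM tranylcypromine and 1 = vehicle-only wells; values of inactives mirror those of a sister screen read the other way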
sEH inhibitor: soluble epoxide hydrolase inhibitors, primary screen, biochemical, human sEH. Bifunctional epoxide hydrolase 2 (Homo sapiens), P34913. recombinant human sEH enzymatic activity assay. inhibition, % at 2 µM. 91,000 compounds, 0.34% hits. AID 707, 2007; in the data active means inhibition above about 80%; further: values of inactives mirror those of a sister screen read the other way; many of its hits are not listed in these tables
An asterisk follows results filed as active; / = not tested or not shown. Unless noted, no stated cut-off is given here; in the data, active means inhibition above about 30%; inactive means the rest.

Compound	PostGolgi ctrl	S1P2 agonist	sEH act	CYP2C19 inhib	S1P2 antag	hDAT+cocaine	PostGolgi yeast	CYP2C19 act	sEH inhibitor
O=C(NCCCn1ccnc1)c1ccc(Br)c(S(=O)(=O)N2CCOCC2)c1	7	-2	-31	53*	22	-8.4*	0	0.5	32
CCOC(=O)c1ccc(N2C(=O)CC(Sc3nc(O)c(CC)c(=O)[nH]3)C2=O)cc1 (centres undefined)	0	-2	12	-1	-4	-0.051	2	1	-17
CCN1C(=O)c2cccc3c(S(=O)(=O)NCc4ccccn4)ccc1c23	15	-4	-2	-2	5	-0.56	-2	1	5
Cn1c(=O)[nH]c(=O)c2c1nc(CN1CCN(c3ccc(F)cc3)CC1)n2CCCc1ccccc1	12	2	12	-3	1	-0.15	2	1	-11
NC(=O)CSc1nnnn1-c1ccc2c(c1)OCCO2	/	-4	6	/	-15	-0.31	/	/	-3
O=C(Nc1ccc(Br)cc1)c1cnccn1	4	-4	5	37	-4	0.13	1	0.6	-4
CCOC(=O)N1CCC(NC(=O)c2cc3sccc3n2CC)CC1	16	-8	-8	3	24	0.45	5	1	9
CCCC(=O)NC(=S)Nc1ccccc1C(F)(F)F	11	1	6	55*	-10	-0.09	5	0.5	-4
CCOC(=O)c1sc(NC(=O)CSc2nnc(-c3ccc(OC)cc3)n2CCOC)nc1C	5	-3	-1	/	-8	0.93	1	/	2
O=C(O)CCn1[nH]c(=O)ccc1=O	3	-15	1	/	-8	-0.77	1	/	2
N#C/C(C(=O)c1ccccc1)=C1/CCCCCN1	-1	-1	-5	39	-12	-0.042	-4	0.6	4
CCc1nc(SCC(=O)c2ccc3c(c2)OCCO3)c2ccccc2n1	32*	-5	-8	15	-8	/	-4	0.9	10
CCSc1nnc([C@@H]2CCCN2C(=O)OC(C)(C)C)o1	9	-7	3	16	4	0.13	1	0.8	-5
CCOc1cc(/C=C2/C(=N)N3OC(C)=CC3=NC2=O)ccc1OCCOc1ccccc1	4	-2	4	41	-13	-0.46	-5	0.6	-5
CSCCC(NC(=O)c1occc1C)C(=O)O (centres undefined)	23	-4	-6	-20	1	0.55	9	1.2	11
C=CCc1ccccc1OCC(O)CN1CCN(c2ccc(OC)cc2)CC1 (centres undefined)	11	-4	/	50*	10	-1.1	-3	0.5	/
COc1ccc(C(=O)/C=C/Nc2ccc(C)cn2)cc1OC	/	3	6	/	-2	3.3	/	/	-7
COc1ccc(C(=O)Nn2c(SCC(=O)NCc3ccco3)nc3ccccc3c2=O)cc1	2	/	/	13	/	0.54	5	0.9	/
CCc1c(O)nc(SCC(=O)NCc2ccco2)[nH]c1=O	7	-4	1	1	3	-0.38	-2	1	2
COC(=O)Cn1c(SCc2ccccc2)nc2ccccc21	4	-5	-7	58*	13	0.05	13	0.4	2
COc1ccccc1-n1cnnc1SCC(=O)N1CCN(S(=O)(=O)c2ccccc2)CC1	18	-8	-1	60*	2	1.1	-2	0.4	3
O=S(=O)(NCc1ccc2c(c1)OCO2)c1ccc2c(c1)oc1ccccc12	22	-5	-4	-1	-5	1	4	1	6
CC(=O)Nc1ccc(S(=O)(=O)N2CCSC2c2ccc(Cl)cc2)cc1 (centres undefined)	16	1	16	8	-15	-0.1	10	0.9	-18
CN(C)c1nc(N)nc(CSc2nc3cc(Cl)ccc3o2)n1	6	7	-9	-2	-5	0.35	-7	1	12
COc1ccccc1NC(=O)NCCCN1CCN(c2cccc(Cl)c2)CC1	6	-3	-4	16	5	-1.6	2	0.8	3
COc1ccc2c(c1)c(=O)oc1c(C)c(OCC(=O)N3CCc4ccccc4C3)ccc12	3	-5	17	37	8	-0.22	3	0.6	-16
O=C(OCCCCN1C(=O)c2ccccc2C1=O)c1ccc(Br)o1	4	-3	/	49	8	-1.5	-6	0.5	/
Cc1cc(C)n2cc(CSc3nnnn3-c3ccc(Cl)cc3)nc2n1	-2	106*	-12	-5	-5	1.1	-3	1.1	11
Cc1cccc2cc3c(NC(=O)C(C)C)nn(C)c3nc12	8	-1	-5	8	-6	-0.012	-2	0.9	7
COc1ccc(CN(Cc2ccco2)S(=O)(=O)c2ccc(S(=O)(=O)N3CCCC3)cc2)cc1	0	-3	-3	39	-6	-0.24	-4	0.6	4
COc1ccc(CNC(=O)Cn2cc([N+](=O)[O-])nc2C)cc1	5	-2	-2	-15	2	-0.1	-2	1.2	4
Cc1cccc(NC(=O)Cc2coc3ccc4ccccc4c23)n1	22	-3	2	88*	14	0.26	14	0.1	-2
COCCOC(=O)c1c(C)nc(SCC(=O)Nc2ccc(OC)cc2)c(C#N)c1-c1ccco1	6	7	2	8	-31	0.79	-8	0.9	-4
O=C(NCc1ccco1)C1CCCN1S(=O)(=O)c1ccc2ccccc2c1 (centres undefined)	10	-3	-17	88*	-1	0.055	19	0.1	15
NC(=O)C1CCN(CCC(=O)Nc2ccc(Br)cc2)CC1	17	-2	6	/	23	-2.1	11	/	-6
Oc1ccc2ccccc2c1/C=N/Nc1nnc(-c2ncc[nH]2)c2ccccc12	39*	-1	24	6	-14	0.96	9	0.9	-27
CCCCOc1ccc(/C(O)=C2/C(=O)C(=O)N(CCCOC)C2c2ccncc2)cc1C (centres undefined)	2	-6	-4	-1	18	0.3	0	1	1
CC(C)c1nnc(NC(=O)Cn2nc(-c3ccc4c(c3)OCCO4)ccc2=O)s1	2	-2	9	-2	3	-0.087	-3	1	-11
O=C1CN2C(=N1)N(Cc1ccccc1)c1ccccc12	-4	-6	19	9	20	0.35	4	0.9	-18
CN1CCN(S(=O)C23CC4CC(CC(C4)C2)C3)CC1 (centres undefined)	16	-4	-2	/	12	-0.0093	17	/	4
O=c1oc2ccccc2c(N2CCCCC2)c1CN1CCCC1	/	-3	8	/	-3	-0.38	/	/	-8
O=S(=O)(Nc1ccc(N2CCOCC2)cc1)c1ccccc1	6	-3	4	99*	-7	0.8	-5	0	-6
CCOC(=O)Nc1ccc2c(CN3C(=O)NC(CC)(CC)C3=O)cc(=O)oc2c1	3	-6	4	35	9	-0.68	-1	0.7	-2
CC(C)OC(=O)C1=C(N)N2C(=O)CSC2=C(C(=O)OC(C)C)C1	5	-9	15	36	3	-0.77	8	0.6	-17
COC(=O)CSc1nnc(CNC(=O)c2ccco2)n1-c1ccc(F)cc1	0	-8	-2	-20	14	-0.74	-2	1.2	-1
CN(Cc1nc2ccccc2n1C)S(=O)(=O)c1ccc(Cl)cc1	-1	-3	-12	21	2	0.41	2	0.8	16
CCOC(=O)N1CCN(C2OC(=O)c3ccccc32)CC1 (centres undefined)	8	-5	-14	-2	9	-0.4	8	1	16
CCOc1ccccc1-n1c(SCC(=O)NC2CCCC2)nnc1-c1ccoc1C	11	-1	3	68*	-14	1.3	13	0.3	-5
O=C(CSc1nc(Cc2ccccc2)nc2ccccc12)Nc1ccc2c(c1)OCCO2	4	-4	-18	5	6	-0.12	5	1	18
c1cc(C(c2nnnn2C2CCCC2)N2CCOCC2)ccn1 (centres undefined)	-8	-4	6	83*	-11	0.1	-5	0.2	-7
COc1cccc(/C(O)=C2/C(=O)C(=O)N(c3ccccn3)C2c2ccc(OC)c(OC)c2)c1 (centres undefined)	7	-6	-10	6	-2	0.15	7	0.9	10
Cc1ccc(S(=O)(=O)N(C)CC(O)Cn2c3ccccc3c3ccccc32)cc1 (centres undefined)	80*	-4	4	44	3	-0.0052	0	0.6	0
c1csc(Cn2nnnc2CN2CCN(c3nc4ccccc4s3)CC2)c1	29	-3	3	0	0	1.1	-9	1	-3
NC(=O)C1(N2CCCCC2)CCN(Cc2ccc(F)cc2)CC1	4	-4	9	13	-3	-1.5	6	0.9	-6
COc1cc(NC(=O)CSc2nnnn2-c2ccccc2)cc(OC)c1OC	2	0	1	-4	-11	-0.55	-5	1	-5
COc1ccc(OC)c(C(=O)CSc2nnc(-c3cccnc3)n2C)c1	10	-2	8	72*	-12	-0.68	17	0.3	-8
O/N=C1\CCCCc2ccccc21	2	-5	-1	-3	-8	-0.84	1	1	-1
COc1cc(/C=N/N=C2/NC(=O)C(c3ccccc3)S2)ccc1O (centres undefined)	-1	-4	0	-13	-10	/	-8	1.1	0
CCOC(=O)c1ccc(NC(=O)NS(=O)(=O)c2ccc(C)cc2)cc1	11	-9	-4	12	-3	0.039	0	0.9	5
CC(=O)Nc1ccc(Sc2ncccc2C(=O)Nc2ccc(OC(F)(F)F)cc2)cn1	-6	-5	-66	-2	3	0.28	-14	1	66
CC1=C(C(=O)NC2CCCCC2C)C2(CCC(C)CC2)OC1=O (centres undefined)	20	/	/	91*	/	1	-13	0.1	/
O=C(CN1CCN(c2ccc(F)cc2)CC1)Nc1cc(C(F)(F)F)ccc1Cl	48*	-4	-1	-5	5	0.79	-4	1.1	2
Cn1c(SCC(=O)c2ccc3c(c2)OCCO3)nnc1C1CC1	/	-1	-2	/	-11	-0.13	/	/	1

Some of the entries above in another layout:
Every second line gives: PostGolgi ctrl	S1P2 agonist	sEH act	CYP2C19 inhib	S1P2 antag	hDAT+cocaine	PostGolgi yeast	CYP2C19 act	sEH inhibitor
O=C(CSc1nc(Cc2ccccc2)nc2ccccc12)Nc1ccc2c(c1)OCCO2
 : 4	-4	-18	5	6	-0.12	5	1	18
c1cc(C(c2nnnn2C2CCCC2)N2CCOCC2)ccn1 (centres undefined)
 : -8	-4	6	83*	-11	0.1	-5	0.2	-7
COc1cccc(/C(O)=C2/C(=O)C(=O)N(c3ccccn3)C2c2ccc(OC)c(OC)c2)c1 (centres undefined)
 : 7	-6	-10	6	-2	0.15	7	0.9	10
Cc1ccc(S(=O)(=O)N(C)CC(O)Cn2c3ccccc3c3ccccc32)cc1 (centres undefined)
 : 80*	-4	4	44	3	-0.0052	0	0.6	0
c1csc(Cn2nnnc2CN2CCN(c3nc4ccccc4s3)CC2)c1
 : 29	-3	3	0	0	1.1	-9	1	-3
NC(=O)C1(N2CCCCC2)CCN(Cc2ccc(F)cc2)CC1
 : 4	-4	9	13	-3	-1.5	6	0.9	-6
COc1cc(NC(=O)CSc2nnnn2-c2ccccc2)cc(OC)c1OC
 : 2	0	1	-4	-11	-0.55	-5	1	-5
COc1ccc(OC)c(C(=O)CSc2nnc(-c3cccnc3)n2C)c1
 : 10	-2	8	72*	-12	-0.68	17	0.3	-8
O/N=C1\CCCCc2ccccc21
 : 2	-5	-1	-3	-8	-0.84	1	1	-1
COc1cc(/C=N/N=C2/NC(=O)C(c3ccccc3)S2)ccc1O (centres undefined)
 : -1	-4	0	-13	-10	/	-8	1.1	0
CCOC(=O)c1ccc(NC(=O)NS(=O)(=O)c2ccc(C)cc2)cc1
 : 11	-9	-4	12	-3	0.039	0	0.9	5
CC(=O)Nc1ccc(Sc2ncccc2C(=O)Nc2ccc(OC(F)(F)F)cc2)cn1
 : -6	-5	-66	-2	3	0.28	-14	1	66
